# Compound activity deposited in PubChem BioAssay by several laboratories.
# Platelet DG rel: platelet dense granule release activity; actives 0.22% (n = 300,000); inhibition, %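 (compounds screened at 7.5 µM in platelet-rich plasma)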; human platelet-rich plasma, SFLLRN dense granule ATP release, luminescence;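 active means mean replicate score, as percent of positive control, at or above 50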
# Dyrk1A ADPGlo: inhibitors of rat Dyrk1A kinase | Q63470 | ADP-Glo luminescence, NFATc1 peptide | inhibition, % at 12.5 µM | actives 0.43% (n = 310,000) | AID 504441; in the data active means inhibition above about 50%;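 further: plate controls were vehicle with enzyme for no effect and no enzyme for full effect; many of its hits are not listed in these tables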
# AI-2 QS modul: modulates the Vibrio harveyi AI-2 quorum sensing system; actives 0.4% (n = 300,000); AID 2094; activity change, % at 7.5 µM; Vibrio harveyi JMH597 AI-2 luminescence/OD600 ratio, 9 h; active compounds read low; strain lacks LuxN and CqsS sensors; 0 = neutral-control median; in the data active means activity change below about -75%, passing the limit was not always enough;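 further: luminescence divided by OD600 gain over 9 h not by final OD600 alone; inactives centre near 13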
# HDAC3 inh: blocks human histone deacetylase 3; inhibition, % at 8.3 µM; O15379; recombinant HDAC3, fluorogenic peptide/trypsin coupled, fluorescence; actives 0.15% (n = 320,000); AID 2718; in the data active means inhibition above about 26%, passing the limit was not always enough
# HSP90 refold inh: inhibitors of HSP90 luciferase refolding in rabbit reticulocyte lysate; luciferase refolding luminescence, 3 h; inhibition, % at 5.6 µM; actives 0.91% (n = 290,000);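 active means inhibition above the screen-wide mean plus 3 SD, computed separately per campaign, cut at about 16% in these data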;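 further: 0% = DMSO wells and 100% = 60 µM geldanamycin wells; inhibitors lower the luminescence because luciferase stays unfolded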
# GSK3beta inhib: inhibitors of human GSK3beta kinase | actives 0.038% (n = 300,000) | activity score (negative = inhibition), % at 10 µM | GST-GSK3beta kinase, ADP-Glo luminescence, 60 min; active compounds read low | P49841;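 active means more than half of replicate wells score below -50%, meaning over 50% inhibition versus plate controls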;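 further: 0% = median DMSO wells and -100% = median GW8510 positive control wells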
# Target sequence (P49841 whole entry, looked up): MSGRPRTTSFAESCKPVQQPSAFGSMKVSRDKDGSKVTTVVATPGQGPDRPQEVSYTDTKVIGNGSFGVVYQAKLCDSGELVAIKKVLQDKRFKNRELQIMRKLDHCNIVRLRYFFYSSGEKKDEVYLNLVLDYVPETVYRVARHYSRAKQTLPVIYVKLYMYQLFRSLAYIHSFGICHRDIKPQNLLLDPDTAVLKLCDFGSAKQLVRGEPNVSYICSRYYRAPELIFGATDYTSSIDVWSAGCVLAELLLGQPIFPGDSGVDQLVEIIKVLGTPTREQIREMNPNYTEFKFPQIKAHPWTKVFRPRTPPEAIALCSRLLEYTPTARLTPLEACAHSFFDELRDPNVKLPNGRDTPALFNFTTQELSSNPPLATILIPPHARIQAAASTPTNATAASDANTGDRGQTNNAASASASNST
#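 Test system: GST-tagged human GSK3beta kinase, cell-free; evaluation: activity score scaled between in-plate DMSO and GW8510 controls; measured by: ADP-Glo luminescence; incubation: 60 min reaction, RT; benchmarks: DMSO and 20 µM GW8510; reagent: peptide substrate plus 25 µM ATP (final); medium: Tris/MgCl2 kinase buffer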
# HSF-1 act: increases HSF-1 driven luciferase reporter signal | NIH3T3-HGL HSF-1 luciferase reporter, MG132, 8 h; 100% = twice DMSO control signal | activation, % at 9 µM | actives 1.7% (n = 300,000) | AID 504408;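 active means mean replicate activation of at least 50% with a set share of replicates each reaching 50%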;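 further: 0% = median of the neutral control wells and 100% = twice that signal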
# GSK3 alpha inh: blocks human GSK-3 alpha kinase; inhibition, % at 10 µM; AID 2650; actives 0.1% (n = 320,000); ADP-Glo luminescence, 60 min; P49840;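 in the data active means inhibition above about 50%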;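 further: GST-tagged GSK-3 alpha with peptide substrate and 25 µM ATP; 0% = DMSO neutral wells and 100% = GW8510 positive control wells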
# Target sequence (P49840 whole entry, looked up): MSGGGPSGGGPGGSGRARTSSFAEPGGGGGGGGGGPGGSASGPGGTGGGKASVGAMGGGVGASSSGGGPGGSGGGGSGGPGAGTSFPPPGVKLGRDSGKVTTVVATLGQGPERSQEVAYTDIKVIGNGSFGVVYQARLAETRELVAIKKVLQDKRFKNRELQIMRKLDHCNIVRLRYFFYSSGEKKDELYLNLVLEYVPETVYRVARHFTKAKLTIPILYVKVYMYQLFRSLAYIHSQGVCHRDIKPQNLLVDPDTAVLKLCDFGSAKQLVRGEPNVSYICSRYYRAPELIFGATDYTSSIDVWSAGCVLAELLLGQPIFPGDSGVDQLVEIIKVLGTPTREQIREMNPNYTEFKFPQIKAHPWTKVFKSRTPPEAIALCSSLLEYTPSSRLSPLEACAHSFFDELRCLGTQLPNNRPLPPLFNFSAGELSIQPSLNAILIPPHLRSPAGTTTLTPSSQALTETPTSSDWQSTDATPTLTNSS
# HSF1 inhib: HSF1 inhibition. AID 2098. activity change, negative = inhibition, % at 7.5 µM (by protocol). actives 0.77% (n = 300,000). NIH3T3-HGL HSE-luciferase, MG132-induced, luminescence 8 h; active compounds read low;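 active means more than half of replicate wells show activity change below -50%, luminescence cut by over half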;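 further: luciferase reports HSF-1 transcriptional activity via heat shock element; 0% = median of DMSO wells and -100% = zero luminescence signal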
# PolyA inh: yeast polyadenylation inhibition; calls only at 12 µM; actives 0.02% (n = 300,000); S. cerevisiae SKY197-pL101 polyadenylation reporter, beta-gal luminescence; efflux-impaired pdr1/pdr3 knockout yeast; score 100 = 6 SD above DMSO;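 active means lowest replicate activity score at least 50, where 100 means six control SD above control mean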;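 further: yeast exposed to compound for 9 h at 30 °C; higher score means more reporter readthrough which indicates perturbed polyadenylation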
# * marks the source's active call; other numbers are inactive results; i = inactive; x = no result given. This is a subset; rates above refer to the full screens.
Platelet DG rel,Dyrk1A ADPGlo,AI-2 QS modul,HDAC3 inh,HSP90 refold inh,GSK3beta inhib,HSF-1 act,GSK3 alpha inh,HSF1 inhib,PolyA inh,SMILES
-1,-4,16,12,3,4,-6,-1,-2,i,CCC(=O)Nc1nnc(S(=O)(=O)N(C)c2cc(C)cc(C)c2)s1
4,0,8,7,2,2,8,-3,1,i,Cc1cc(C)nc(NS(=O)(=O)c2ccccc2)n1
0,0,7,6,0,2,11,-1,11,i,O=C(NC1=NCCS1)c1ccccc1OCc1ccc(F)cc1
-5,-2,19,1,5,-1,-43,0,-34,i,Cc1cccc(C(=O)Oc2ccccc2/C=N/NC(=O)c2ccc(NC(=O)C(C)(C)C)cc2)c1
-9,3,-7,1,-2,2,1,-1,3,i,Cn1cc(CN2CCC(Oc3ccc(C(=O)N4CCCC4)cc3)CC2)cn1
5,5,28,-3,1,-1,8,0,11,i,Cc1ccc(OCc2nnc(SCc3nc4ccccc4[nH]3)n2Cc2ccco2)cc1
20,-9,-4,-7,-4,-1,9,0,-2,i,CC1(C)C([N+](=O)[O-])C(c2ccc(O)cc2)NC(c2ccc(O)cc2)C1[N+](=O)[O-] (stereo not given)
11,-7,48,3,-2,-1,0,-4,0,i,N#C/C(=C\c1ccccc1[N+](=O)[O-])C(=O)Nc1ccc(S(N)(=O)=O)cc1
1,4,47,2,4,3,46,-4,16,i,O=C(O)c1cc(-c2ccc(-c3ccc(F)cc3)o2)nc2ccccc12
0,-2,25,-4,-5,-1,-10,1,-4,i,O=S(=O)(c1ccc(F)cc1)N1CCC2(CC1)OCCO2
7,-4,6,-3,4,2,-22,0,0,i,CCOC(=O)c1c(NC(=O)c2cccs2)sc2c1CC(C)(C)OC2
12,10,32,-5,2,1,2,-1,1,i,O=C(NCCCN1CCN(c2ccccc2F)CC1)Nc1ccccc1[N+](=O)[O-]
26,x,25,0,4,3,-3,0,3,i,COc1cc2c(cc1OC)-c1cc(NC3CCCC3)nc(=O)n1CC2
-16,x,24,2,-4,1,10,-6,4,i,Fc1cccc(Cl)c1Cc1noc(/C=C/c2ccccc2)n1
-6,-3,21,5,8,-2,-12,1,-7,i,CCCCC(Nc1ncnc2ccccc12)C(=O)O (stereo not given)
0,3,10,-4,3,0,5,-9,-2,i,CC(C)C(NC(=O)CN(c1cccc(F)c1)S(C)(=O)=O)C(C)C
4,-13,8,-1,-2,-2,0,6,-5,i,CN1Cc2c(N3CCOCC3)nc(SCc3ccccc3)c(C#N)c2CC1(C)C
-2,8,19,11,-2,0,-5,0,-8,i,CCN(CC1CCCN(CCc2cccc(OC)c2)C1)C(=O)c1ccoc1 (stereo not given)
-5,4,17,-3,8,0,7,0,5,i,O=C(CSc1nc2ccc(Cl)cc2[nH]1)NC1CCCc2ccccc21 (stereo not given)
-6,x,x,0,-1,6,7,-2,0,i,Cc1nc(SCc2cccc(F)c2)c2oc3ccccc3c2n1
-7,-5,-12,-2,4,0,-2,1,3,i,CCN1CCCC1CN(Cc1cc2ccc(C)c(C)c2[nH]c1=O)C(=O)Nc1ccccc1OC (stereo not given)
1,0,13,-1,-4,-1,7,-1,1,i,COc1ccc(C(=O)NNC(=O)CSc2nnc(-c3cccnc3)n2C)cc1
21,7,-1,-2,x,0,6,-2,12,i,O=C(CCNC(=O)c1ccc(Br)cc1)Nc1ccccc1N1CCCC1
-3,-5,13,0,2,-6,-2,2,-5,i,C=CCNC(=O)c1cccc(Br)c1
-2,1,0,4,-2,1,-7,-2,0,i,CC(C)(O)C(=O)NNC(=S)Nc1cccc(C(F)(F)F)c1
81*,1,15,7,7,3,20,2,10,i,CCOc1ccc2nc(NC(=O)c3ccccn3)sc2c1
2,0,6,0,-3,-2,9,-2,5,i,O=C(Nc1ccc(Cl)cc1)NC1CCCc2ccccc21 (stereo not given)
-6,x,23,1,-4,6,2,-2,-3,i,O=C(O)c1ccccc1C(=O)Nc1ccc(Oc2cccc(C(F)(F)F)c2)nc1
-10,x,11,3,0,3,-6,0,-3,i,COC(=O)c1ccc(/C=N/NC(=O)C(=O)NCC2CCCO2)cc1 (stereo not given)
-5,1,1,1,9,-9,2,-1,4,i,O=C(Nc1ccccc1F)c1ccc(CN2CCN(c3ccccc3)CC2)cc1
0,5,-3,2,-1,0,68*,-18,12,i,CNc1nc(SC(C)C(=O)Nc2ccc(Cl)c(Cl)c2)nc(N2CCOCC2)n1 (stereo not given)
13,2,11,-1,1,-1,1,-8,-3,i,Cc1cc(C(=O)OCC(=O)NCCC(C)C)c2ccccc2n1
-5,-3,17,-6,-3,1,7,-15,0,i,CCN(CC)C(=O)COc1coc(CN2CCN(c3ccccc3)CC2)cc1=O
0,3,3,-8,-3,2,-47,-4,-35,i,COc1ccccc1N1CCN(S(=O)(=O)c2cc3c(cc2C)NC(=O)CO3)CC1
18,1,0,9,8,1,11,2,9,i,CC(C)c1ccccc1-n1c(SCc2cc(=O)oc3ccc4ccccc4c23)nnc1-c1cccnc1
11,0,14,-6,1,0,3,-3,2,i,O=[N+]([O-])c1ccccc1Nc1c2ccccc2nc2ccccc12
-2,-1,-5,-7,4,5,-1,1,-8,i,COc1cccc(/C=C/C(=O)NNC(=O)CCN2CCN(Cc3ccccc3)CC2)c1
5,x,53,9,3,-2,20,1,1,i,O=C1[C@H]2[C@@H](c3ccc(Cl)cc3)N3C(=O)N(c4cccc(F)c4)C(=O)[C@@]3(Cc3ccc(Cl)cc3)[C@H]2C(=O)N1C1CCCCC1
-8,15,8,-22,6,1,30,0,20,i,Clc1ccc2nc(-c3ccc(Cl)nc3)[nH]c2c1
9,2,8,17,-2,-1,0,0,3,i,O=C(NC1CC1)c1cc2ccccc2o1
14,-1,20,x,x,-2,-45,x,-30,i,CCCc1cc(=O)[nH]c(SCC(=O)N(CCOC)c2c(N)n(Cc3ccccc3)c(=O)[nH]c2=O)n1
-2,7,17,-1,2,-12,19,-1,8,i,COc1cccc(Cn2cnc3c(N)c(C)c(C)cc32)c1
12,1,15,x,-1,2,-7,x,-1,i,COc1cc(OC)c(OC)cc1CN(C)C(c1ccccc1)c1nnnn1-c1ccccc1C (stereo not given)
-5,1,10,1,2,1,-9,-3,-1,i,Cc1ccc(S(=O)(=O)N2CCN(c3ccc(C(F)(F)F)cc3[N+](=O)[O-])CC2)cc1
-4,3,16,-4,-2,-1,1,1,3,i,CCOC(=O)C1(c2nc(N)cs2)COC(=O)C1 (stereo not given)
1,10,2,-2,4,-7,3,3,-8,i,O=C(c1c[nH]c(C(=O)C(Cl)(Cl)Cl)c1)c1ccccc1F
7,x,18,2,0,5,-6,1,8,i,c1ccc(C2CC(c3cccs3)Nc3nnnn32)cc1 (stereo not given)
7,-3,17,6,-2,0,-11,-1,-2,i,CCOC(=O)c1nccnc1C(=O)Nc1cccc(C(F)(F)F)c1

# Brought forward from above: 4 entries, followed by the next part.
Platelet DG rel,Dyrk1A ADPGlo,AI-2 QS modul,HDAC3 inh,HSP90 refold inh,GSK3beta inhib,HSF-1 act,GSK3 alpha inh,HSF1 inhib,PolyA inh,SMILES
-4,3,16,-4,-2,-1,1,1,3,i,CCOC(=O)C1(c2nc(N)cs2)COC(=O)C1 (stereo not given)
1,10,2,-2,4,-7,3,3,-8,i,O=C(c1c[nH]c(C(=O)C(Cl)(Cl)Cl)c1)c1ccccc1F
7,x,18,2,0,5,-6,1,8,i,c1ccc(C2CC(c3cccs3)Nc3nnnn32)cc1 (stereo not given)
7,-3,17,6,-2,0,-11,-1,-2,i,CCOC(=O)c1nccnc1C(=O)Nc1cccc(C(F)(F)F)c1
6,-3,-26,-6,x,1,-2,0,-10,i,CCOC(=O)N1CCN(C(=O)COC(=O)CNC(=O)c2ccc(Cl)cc2Cl)CC1
11,2,1,9,-3,2,-11,0,-1,i,Cc1ccc2c(c1)/C(=C/c1ccccc1)C(=O)N2
5,5,30,-8,5,0,13,0,-5,i,O=C(NCCO)c1cccc(Cl)c1
-17,18,7,1,7,-1,-20,-2,-7,i,O=C(COC(=O)c1ccc2ncsc2c1)Nc1ncc(Cl)cc1Cl
-3,-4,17,8,7,-2,-17,-3,5,i,COc1cccc(-c2nc(CS(=O)(=O)CC(=O)NCCc3ccc(OC)c(OC)c3)c(C)o2)c1
37,0,-3,6,-4,0,8,0,-6,i,CC(CCc1ccccc1)NCC(O)c1cccc([N+](=O)[O-])c1 (stereo not given)
5,19,40,-9,1,2,5,-8,-9,i,Cc1nc(-c2cccs2)sc1C(=O)O
-13,4,21,-6,3,-3,29,-3,-5,i,CCOc1ccc(/C=C/C(=O)c2ccc(-c3ccccc3)cc2)cc1
-3,9,58,-14,-2,-1,-12,1,3,i,N#Cc1ccc[n+](CC(=O)c2ccc(Cl)cc2)c1
12,-14,6,-5,8,4,10,-5,2,i,O=C(O)C(Cc1ccc(Cl)cc1)Sc1nc2ccccc2[nH]1 (stereo not given)
5,x,26,1,-5,1,1,-1,0,i,Cn1c2c(c(=O)n(C)c1=O)C(CC(=O)Nc1ccccc1F)C(=O)N2 (stereo not given)
x,3,x,6,-1,x,x,0,x,x,CCN(CC)c1ccc(NC2=C(Cl)C(=O)c3ccccc3C2=O)cc1
4,x,8,-16,-3,5,9,-2,-3,i,O=C(CCc1nc(-c2ccccc2F)no1)NCCN1CCc2ccccc2C1
-3,7,25,8,5,2,18,-2,-1,i,CCc1cc2c(=O)c(-c3cnn(-c4ccccc4)c3)coc2c(CN2CCOCC2)c1O
-1,-6,12,-8,0,3,-5,6,-4,i,O=C(N/N=C/c1ccc2c(c1)OCO2)C(O)c1ccccc1 (stereo not given)
1,2,15,-14,13,-2,10,-2,1,i,Cc1ccc(-c2cccc(C(=O)NCc3ccccc3)n2)c2ccccc12
-9,7,-6,1,2,4,-1,-1,1,i,Cc1cccc(NC(=S)NC(=O)/C=C/c2ccco2)c1
0,x,2,10,3,3,-3,0,-5,i,COc1ccc(C2C(C(=O)NCc3ccco3)CCC(=O)N2c2ccc(OC)cc2)cc1 (stereo not given)
-13,x,19,0,0,3,-3,20,4,i,Cc1ccc(C2C(C#N)=C(N)SC(N)=C2C#N)o1
1,6,-1,-2,0,1,-4,2,-5,i,CN(C)C(CNc1nnnn1-c1ccccc1)c1ccco1 (stereo not given)
10,2,27,-3,2,1,21,0,-3,i,O=C(CNS(=O)(=O)c1cccc(Cl)c1)OCc1csc(-c2ccccc2)n1
6,4,24,-2,6,0,29,-2,18,i,Cc1ccc(OCC(=O)Nc2ccon2)c([N+](=O)[O-])c1
10,-2,49,x,2,6,-18,x,2,i,CN(CCc1cnn(C)c1)Cc1cn(C)nc1-c1ccccc1F
-3,-4,31,-1,-3,2,36,-3,29,i,Cn1cccc1C(=O)C(=O)Nc1cccc(Cl)c1Cl
-2,0,-4,-3,-5,-3,1,0,-3,i,CCC(C)[C@H](NC(=O)[C@H](Cc1ccccc1)n1c(=O)[nH]c2ccccc2c1=O)C(=O)N1CCC(C(=O)O)CC1 (stereo not given in full)
-1,10,18,-1,x,1,6,-1,-4,i,O=C(C[n+]1ccccc1)NNc1ccccc1
